M1 PAM parental – nonselective activator or artifact in parental CHO-K1 calcium assay | ATP EC20, Fluo-8 calcium fluorescence; 0% at ATP EC20, 100% at ATP max | 360,000 compounds, 0.02% hits | activation, % at 3 µM | AID 602247;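 active = activation above the run cutoff, the mean activation of all test compounds plus 3 SD, cut at about 40% in these data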;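 also: peak over basal fluorescence ratio in a 140 s read after ATP addition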
TAAR1 antag – human TAAR1 antagonism | 360,000 compounds, 1.5% hits | Q96RJ0 | CHO RD-HGA16 TAAR1, Fluo-8 calcium fluorescence, antagonist | inhibition, % at 3 µM;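 active = inhibition above a per-plate cutoff, the mean inhibition of test compounds on that plate plus 3 SD, cut at about 49% in these data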;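 also: 0% = DMSO plus EC80 beta-PEA response and 100% = DMSO alone without agonist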
Target sequence (Q96RJ0 whole entry, looked up): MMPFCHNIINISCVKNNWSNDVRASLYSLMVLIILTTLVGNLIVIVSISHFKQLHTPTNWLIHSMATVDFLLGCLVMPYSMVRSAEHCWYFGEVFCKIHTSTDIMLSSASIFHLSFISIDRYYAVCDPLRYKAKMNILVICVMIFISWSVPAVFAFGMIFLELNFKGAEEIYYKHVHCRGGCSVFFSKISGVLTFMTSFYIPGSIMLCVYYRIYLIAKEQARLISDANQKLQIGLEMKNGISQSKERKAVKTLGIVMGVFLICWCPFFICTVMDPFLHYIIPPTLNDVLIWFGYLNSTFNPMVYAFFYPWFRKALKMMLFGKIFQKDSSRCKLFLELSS
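Test system: CHO RD-HGA16 cells bearing hTAAR1 | Reagent: β-PEA, EC80 | Compound dosing: 3 µM, single point | Schedule: Dye loading 75 min at 37 °C, then 30 min room temperature | Signal: Calcium fluorescence with Fluo-8 | Evaluation: Percent inhibition of PEA-evoked calcium signal, max/basal emission ratio | Control set: DMSO-only wells and EC80 β-PEA-stimulated wells | Repeats: Singlicate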
M1 ag parental – counter-screen for M1 agonists: effect in parental CHO-K1 cells; 360,000 compounds, 0.48% hits; activation, % at 3 µM; Fluo-8 calcium fluorescence; scaled to maximal ATP response, vehicle zero; in the data active = activation above about 15%;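 also: untransfected CHO-K1 host cells lacking M1 receptor as counterscreen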
CHO-K1 Ca antag – counter-screen for M1 antagonists: effect in parental CHO-K1 cells. ATP-induced calcium, Fluo-8 fluorescence. inhibition, % at 3 µM. 360,000 compounds, 0.6% hits. AID 602250;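 active = inhibition above a per-plate cutoff, the plate's mean sample inhibition plus 3 SD, cut at about 24% in these data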;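 also: 0% = DMSO plus EC80 ATP and 100% = DMSO alone without ATP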
M1 ag – human M1 muscarinic receptor agonism | P11229 | CHO-K1 hM1, Fluo-8 calcium fluorescence, agonist mode; 0% DMSO, 100% acetylcholine EC100 | activation, % at 3 µM | 360,000 compounds, 0.33% hits;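 active = activation above the run's mean compound activation plus 3 SD, cut at about 16% in these data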;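 also: peak over basal fluorescence ratio within a 140 s kinetic read after compound addition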
Target sequence (P11229 whole entry, looked up): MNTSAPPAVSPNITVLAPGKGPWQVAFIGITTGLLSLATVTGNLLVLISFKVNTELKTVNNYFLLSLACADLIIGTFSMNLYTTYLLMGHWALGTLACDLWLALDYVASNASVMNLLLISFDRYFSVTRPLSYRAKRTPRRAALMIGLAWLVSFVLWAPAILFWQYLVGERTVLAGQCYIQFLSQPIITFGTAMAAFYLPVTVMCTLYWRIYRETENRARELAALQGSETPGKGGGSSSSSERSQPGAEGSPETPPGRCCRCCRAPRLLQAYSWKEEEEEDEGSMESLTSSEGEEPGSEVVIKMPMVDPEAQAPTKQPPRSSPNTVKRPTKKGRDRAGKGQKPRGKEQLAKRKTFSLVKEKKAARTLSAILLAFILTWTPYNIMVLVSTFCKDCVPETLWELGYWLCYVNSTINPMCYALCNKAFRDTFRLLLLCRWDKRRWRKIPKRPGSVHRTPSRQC
CHRM1 PAM – human CHRM1 positive allosteric modulation | P11229 | CHO-K1 hM1, Fluo-8 calcium fluorescence, ACh EC20; 0% = ACh EC20, 100% = maximal ACh | activation, % at 3 µM | 360,000 compounds, 0.088% hits; in the data active = activation above about 19%, passing the limit was not always enough
CHRM1 antagonist – antagonists of human M1 muscarinic receptor | P11229 | CHO-K1 hM1, Fluo-8 calcium fluorescence, ACh EC80 antagonist | inhibition, % at 3 µM | 360,000 compounds, 1.3% hits | AID 588852;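 active = percent inhibition above its own plate's cutoff, namely the mean of that plate's compound wells plus 3 SD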;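 also: peak over basal fluorescence ratio during 140 s after agonist addition; 0% = ACh EC80 plus DMSO and 100% = DMSO alone without agonist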
TAAR1 ag – agonists of human TAAR1. 360,000 compounds, 0.99% hits. activation, % at 3 µM. CHO RD-HGA16 TAAR1, Fluo-8 calcium fluorescence; vehicle wells 0%, saturating PEA agonist 100%;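 active = activation above the mean activation of all test compounds in the run plus 3 SD, cut at about 38% in these data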
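Test system: RD-HGA16 (CHO) cells co-expressing Gα16 and hTAAR1; dosing: one-point dosing at 3 µM (nominal); timing: 17-24 h seeding, 75 min 37 °C dye, 30 min RT; signal: kinetic Fluo-8 calcium fluorescence; read-out basis: % activation relative to PEA EC100 response; controls: DMSO and PEA EC100; replicates: n 1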
CHO parental Ca – counter-screen for OX1R antagonists: effect in parental CHO cells. parental CHO-K1, ATP-induced calcium, Fluo-8 fluorescence. inhibition, % at 5.6 µM. 330,000 compounds, 0.63% hits;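 active = inhibition above that plate's mean sample inhibition plus 3 SD, cut at about 26% in these data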;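 also: 0% = ATP-challenged DMSO wells and 100% = DMSO wells without ATP; some compounds past the cut are filed as inactive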
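material = parental CHO cells | also added = ATP as calcium-mobilizing challenge | dosing = single point at 5.6 µM | detection = intracellular calcium via Fluo-8 no-wash fluorescent dye | read-out = % inhibition | benchmarks = low control ATP plus DMSO, high control DMSO only | repeats = one well per compound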
The depositor's hits bear a star; . = not tested or not shown; & = joins results of further samples.

SMILES	M1 PAM parental	TAAR1 antag	M1 ag parental	CHO-K1 Ca antag	M1 ag	CHRM1 PAM	CHRM1 antagonist	TAAR1 ag	CHO parental Ca
CN(C)c1ccc(/C=C2\SC(=O)N(CCc3nnc(N)s3)C2=O)cc1	9	-5	12	-4	9	9	-12	5	-7
Cc1cccc(N2CCN(C(=S)Nc3ccc4nc(N5CCN(C)CC5)cc(C)c4c3)CC2)c1C	0	-6	0.2	-12	-4	-3	2	0	.
COc1ccc(OC)c(CCNC(=O)Cn2nc(C)c3c(C)n(-c4ccccc4)nc3c2=O)c1	4	-19	-1.4	-6	-3	9	-3	3	0
COCCCN1CC23C=CC(O2)C(C(=O)O)C3C1=O (stereo not given)	2	-18	-0.1	2	-2	-6	19	2	0
CCOC(=O)c1c(NC(=O)c2ccccc2Cl)sc2c1CCc1ccccc1-2	-10	1	-0.2	6	-3	2	-8	5	-14
COc1ccc(N2CCN(C(=O)CSc3nnc4c(C)cc5cc(C)ccc5n34)CC2)cc1	-4	25	1.8	16	-5	-8	4	10	-24
COc1ccc(S(=O)(=O)Nc2ccc3c(c2)C(=O)N([C@@H](C)CO)C[C@H](C)[C@H](CN(C)S(=O)(=O)c2ccc(F)cc2)O3)cc1	3	3	-0.1	2	-7	7	-3	0	-12
COc1ccc(C2CC(=O)Oc3cc(OC)ccc32)cc1 (stereo not given)	26	1	0.4	-15	-3	9	-15	-1	-9
CCOc1ccc(N(CC(=O)Nc2ccc(OC)cc2)S(=O)(=O)c2c(C)noc2C)cc1	23	14	0.6	-11	-1	10	-17	-1	-1
Cc1ccc(CNC(=O)CCC2CCCN(C(=O)c3ccc4c(c3)OCO4)C2)o1 (stereo not given)	19	-26	0.0	-8	-5	6	-7	1	-1
O=C(Cn1cc(C(=O)c2cccs2)c2ccccc21)NCc1ccc2c(c1)OCO2	21	46	4.0	-3	-3	-9	4	3	-19
COCCNC(=O)c1ccc2ccccc2n1	9	-7	0.1	-11	0	6	-6	4	-4
O=C(Nc1cccnc1)c1cc(S(=O)(=O)N2CCCCC2)c(Cl)cc1Cl	25	5	5.6	-17	-8	8	-9	3	-8
Cc1cccc(NC(=O)CN(c2ccc(F)cc2)S(C)(=O)=O)c1	14	-8	0.4	-8	0	9	-2	4	-1
COc1ccccc1NC(=S)Nc1ccc2cn[nH]c2c1	20	-2	0.0	-21	-1	9	-8	6	1

Ordered by count of non-hydrogen atoms (rising): some entries from above.
SMILES	M1 PAM parental	TAAR1 antag	M1 ag parental	CHO-K1 Ca antag	M1 ag	CHRM1 PAM	CHRM1 antagonist	TAAR1 ag	CHO parental Ca
COCCNC(=O)c1ccc2ccccc2n1	9	-7	0.1	-11	0	6	-6	4	-4
COCCCN1CC23C=CC(O2)C(C(=O)O)C3C1=O (stereo not given)	2	-18	-0.1	2	-2	-6	19	2	0
COc1ccccc1NC(=S)Nc1ccc2cn[nH]c2c1	20	-2	0.0	-21	-1	9	-8	6	1
CN(C)c1ccc(/C=C2\SC(=O)N(CCc3nnc(N)s3)C2=O)cc1	9	-5	12	-4	9	9	-12	5	-7
CCOC(=O)c1c(NC(=O)c2ccccc2Cl)sc2c1CCc1ccccc1-2	-10	1	-0.2	6	-3	2	-8	5	-14
Cc1ccc(CNC(=O)CCC2CCCN(C(=O)c3ccc4c(c3)OCO4)C2)o1 (stereo not given)	19	-26	0.0	-8	-5	6	-7	1	-1
O=C(Cn1cc(C(=O)c2cccs2)c2ccccc21)NCc1ccc2c(c1)OCO2	21	46	4.0	-3	-3	-9	4	3	-19
CCOc1ccc(N(CC(=O)Nc2ccc(OC)cc2)S(=O)(=O)c2c(C)noc2C)cc1	23	14	0.6	-11	-1	10	-17	-1	-1
COc1ccc(N2CCN(C(=O)CSc3nnc4c(C)cc5cc(C)ccc5n34)CC2)cc1	-4	25	1.8	16	-5	-8	4	10	-24
COc1ccc(OC)c(CCNC(=O)Cn2nc(C)c3c(C)n(-c4ccccc4)nc3c2=O)c1	4	-19	-1.4	-6	-3	9	-3	3	0
Cc1cccc(N2CCN(C(=S)Nc3ccc4nc(N5CCN(C)CC5)cc(C)c4c3)CC2)c1C	0	-6	0.2	-12	-4	-3	2	0	.

(next part)
SMILES	M1 PAM parental	TAAR1 antag	M1 ag parental	CHO-K1 Ca antag	M1 ag	CHRM1 PAM	CHRM1 antagonist	TAAR1 ag	CHO parental Ca
C/C(N)=C(/C#N)C(=O)CSc1nnc(COc2ccccc2Cl)o1	8&8	24&5	2.8&2.2	-10&0	6&0	-4&1	-5&4	8&12	2
CCCCNC(=O)C[C@@H]1C[C@@]2(C(=O)OC)CCCCC=C2N(Cc2ccc(Cl)cc2Cl)C1=O	-3	41	1.3	8	.	.	.	10	.
O=C(O)COCC(=O)N1CCN(c2cc(C(F)(F)F)nc3ccccc23)CC1	14	-27	0.9	-9	-8	7	-9	10	-6
Cc1nnc(NC(=O)CC23CC4CC(CC(C4)C2)C3)s1	8	-27	0.5	-3	-2	3	-17	4	-17
O=C(OCCNC(=O)c1ccc2ccccc2n1)c1ccc(F)cc1	26	3	2.1	-7	-2	6	-2	3	-21
O=C1c2cccc3cccc(c23)C(=O)N1CCO	-2	-3	0.3	-8	0	6	-12	0	.
O=c1cc(N2CCCC2)c(-c2ccccc2)n[nH]1	7	12	0.3	-14	-6	12	-6	3	-9
COc1ccc(C(=O)Oc2ccc3ccc(=O)oc3c2)cc1OC	2	-26	0.1	-11	-2	10	-10	6	-14
CCNc1nc(NC(C)(C)C)nc(N(C#N)CC)n1	23	-4	1.9	-8	-6	18	-4	28	-11
CCOC(=O)CC(=O)CSc1ccc2nnc(-c3ccc(C)cc3)n2n1	14	-3	0.5	-6	-4	-2	2	9	-28
O=C(Nc1ccc2oc(-c3ccccc3)nc2c1)C1CCCO1 (stereo not given)	20	9	0.8	0	-1	9	-4	2	-10
Cc1cc(C2C(=O)CC(=O)CC2c2ccccc2)on1 (stereo not given)	18	23	0.5	-2	-4	4	-13	0	-15
O=C(CCn1cnnn1)Nc1ccc(Cl)cc1Cl	20	19	2.6	5	-7	11	-6	-1	5
O=C(NCc1ccc(OC(F)(F)F)cc1)c1cccc2c1C(=O)c1ccc(N3CCC(Cc4ccccc4)CC3)cc1S2(=O)=O	10	15	0.1	-5	-4	-4	19	4	-6
Nn1c(Cc2cccc3ccccc23)nnc1SCc1ccccc1Cl	22	-13	0.5	0	-8	11	-7	1	-15
C=CCC1(CC=C)CCCN1C(=O)c1cc(COc2ccc(C)nc2)on1	-28	22	16*	49*	2	-14	55*	0	52*
COc1ccc2c(COC(=O)CNS(=O)(=O)c3ccc(C)c(C)c3)cc(=O)oc2c1	4	5	1.4	-17	-4	7	-4	3	-15
COc1ccccc1C(=O)NCCn1cc(SCC(=O)NCc2ccco2)c2ccccc21	-2	14	4.4	3	0	-5	11	12	-22
CC(C)c1nnc(NC(=O)CCC(=O)NCc2ccco2)s1	8	-15	0.0	-5	-3	6	-7	19	-9
CCCC1OC23CCCCC2C(C#N)(C(=N)O3)C1(C#N)C#N (stereo not given)	-5	-3	0.3	10	-2	-3	20	0	-1
N#C/C(=C\c1cccs1)C(=O)Nc1nccs1	-14	7	1.2	8	-2	-1	5	7	-13
COC(=O)C1=C(C(C)=O)C(c2ccc(C)cc2)n2nnnc2N1 (stereo not given)	-2	9	0.5	4	-3	-1	-4	0	1
CCC(NC(=O)OCc1ccccc1)C(=O)Oc1ccc2ccc(=O)oc2c1 (stereo not given)	6	-3	1.7	-1	-3	9	-1	1	0
COCCNC(=O)c1ccccc1NC(=O)c1cc(OC)cc(OC)c1	2	0	3.0	1	-2	-3	-1	7	-18
CCn1c(SCC(=O)O)nnc1-c1cc2c(C)nn(-c3ccccc3)c2s1	13	-10	0.1	-3	-1	4	0	2	0
COc1ccc(-c2c(-c3ccccc3OC)sc3ccccc23)cc1C=O	6	10	0.1	-6	-5	1	0	12	-5
CCOc1ccc(NC2c3ccccc3C(=O)N2Cc2ccc3c(c2)OCO3)cc1 (stereo not given)	11	-26	-0.6	9	-6	-1	-1	0	-21
CSc1ccccc1NC(=O)c1cc2c(=O)n3ccccc3nc2s1	-9	3	0.5	-2	0	7	-9	2	-1
COC(=O)c1c(NC(=O)c2ccco2)sc2c1CCN(C(C)C)C2	-22	-14	0.0	9	-4	3	5	1	-9
CCCOc1ccc(C2/C(=C(\O)c3c(C)[nH]c(C(=O)OC)c3C)C(=O)C(=O)N2CCN(C)C)cc1 (stereo not given)	-4	-1	0.6	7	-2	2	0	9	-12
COc1ccc(C(O)c2nccc3cc(OC)c(OC)cc23)cc1OC (stereo not given)	3	-11	1.1	-5	-4	10	-4	1	-10
COc1ccc(CNC(=O)C[C@H]2C[C@H](C(=O)N(C(C)C)C(C)C)[C@@]3(C)c4[nH]c5ccc(Cl)cc5c4CCN3C2=O)cc1OC	15	3	0.3	-1	-8	6	-20	0	-28
CCCCOc1cccc(-c2cc(C(=O)NNC(=S)NCC)c3ccccc3n2)c1	-4	25	1.1	-4	-4	-6	2	6	-18
Cc1cc(NC(=O)CSc2nc(=O)n(CCN(C)C)c3c2CCCC3)no1	3	-25	0.3	-5	-6	5	-11	5	-12
CCCCCCCC(O)CC(CC1CCCCC1)C(=O)NN (stereo not given)	24	-4	0.6	-10	1	15	-18	5	-23
COCCCNC(=O)C1CC(=O)OC1c1ccc(OC)c(OC)c1 (stereo not given)	11	-4	0.3	-1	-1	10	-18	2	-9
Cc1cc(C)nc(SCC(=O)Nn2cnnc2)n1	-5	8	-0.2	8	-4	4	-3	10	-7
CCCCOc1ccc(C(=O)NCCOc2cccc(OC)c2)cc1	9	-8	-0.6	-13	-9	1	2	1	-14
O=C(COC(=O)c1ccc(Cl)cc1O)NC(=O)C1CCCCC1	11	-2	5.5	-11	-2	6	-11	-1	-15
Cc1ccc(NC(=O)Cn2cccc2)c(Br)c1	11	3	-0.7	0	-8	0	0	5	-19
COc1ccc(OC)c(NC(=O)c2nc(-c3ccccc3)oc2C)c1	12	-9	-0.1	-9	-5	9	-2	0	-7
CCn1c(SCc2ccc(Cl)c(Cl)c2)nnc1C(C)NC(=O)c1ccc(OC)cc1 (stereo not given)	18	5	0.3	-4	-4	-5	8	-1	-24
Cc1c(Cl)cccc1N(CC(=O)N1CCCCCC1)S(C)(=O)=O	15	-3	2.3	-19	-10	-2	-1	12	-12
CSc1nc2ccccc2c(=O)n1Cc1ccc(F)cc1	15	-17	-0.4	-20	-6	0	-11	2	-11

Source: PubChem (The Scripps Research Institute Molecular Screening Center)

Random draw from the library; about 4.4% have a hit in one of these screens.
